# Efflux pump mplx: inhibitors of Candida efflux pumps in yeast, primary screen, S. cerevisiae, Nile Red, multiplex; S. cerevisiae Candida pump triplex; inhibition, % at 10 µM; actives 0.44% (n = 330,000);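 active = plate passing quality check with inhibition over a set limit, or well fluorescence over plate mean plus 4 SD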;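 note: Nile Red retained in pooled yeast measured as flow cytometry median fluorescence; 0% = buffer negative control and 100% = Enniatin B positive control; higher means more Nile Red kept so more efflux inhibition; some compounds called inactive have numbers as strong as hits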
# HCV core dimer: inhibitors of HCV core protein dimerization, primary screen, biochemical, TR-FRET, high-throughput; TR-FRET GST/Flag-core106 dimerization, 1536-well; inhibition, % at 5 µM; actives 0.33% (n = 300,000);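 active = inhibition above the mean of all tested compounds plus 3 SD, set per screening campaign, cut at about 45% in these data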
#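 Material: Tagged HCV core106 pair (GST and Flag) | Amount: GST-core106 13.5 nM, Flag-core106 17 nM | Medium: KF-containing HEPES buffer, pH 7.45, DTT, CHAPS, BSA | Reagent: Eu donor and XL665 acceptor anti-tag antibodies | Schedule: 4 h at 22.5 °C | Technique: Time-resolved FRET, ex 340 nm, em 617 and 671 nm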
# procasp3 activ: activators of human procaspase-3 D3A mutant, primary screen, biochemical, absorbance, PC-3 D3A mutant, single concentration | Caspase-3 (Homo sapiens), P42574 | recombinant procaspase-3 D3A, Ac-DEVD-pNA absorbance 405 nm | activation, % at 8.5 µM | actives 0.11% (n = 330,000) | AID 463141, 2010;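 active = activation above the mean of all tested compounds plus 3 SD, cut at about 21% in these data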;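 note: 0% = DMSO alone and 100% = DMSO wells spiked with extra 5 µM PC-3 D3A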
# Target sequence (P42574 whole entry D9A/D28A/D175A): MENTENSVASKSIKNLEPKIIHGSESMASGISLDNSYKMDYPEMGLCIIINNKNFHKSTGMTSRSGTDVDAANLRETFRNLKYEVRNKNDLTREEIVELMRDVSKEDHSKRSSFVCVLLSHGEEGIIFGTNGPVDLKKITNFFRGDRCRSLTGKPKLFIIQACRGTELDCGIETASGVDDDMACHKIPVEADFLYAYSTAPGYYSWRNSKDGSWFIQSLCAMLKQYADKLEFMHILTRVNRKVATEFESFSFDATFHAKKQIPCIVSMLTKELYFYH
#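 System: Procaspase-3 D3A mutant. Medium: Zinc-free 300 mM NaCl, 50 mM HEPES, 0.01% Triton X-100. Schedule: 1 h preincubation plus 2 h reaction at 25 °C. Measured by: 405 nm absorbance of p-nitroaniline, reads at 0 and 120 min. Read-out: percent activation relative to control range.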
# GASC-1 inh: inhibitors of GASC-1 histone demethylase, primary screen, biochemical, fluorescence, DELFIA europium; actives 0.069% (n = 330,000); inhibition, % at 2.35 µM; AID 2099, 2009; Lysine-specific demethylase 4C (Homo sapiens), Q9H3R0; GST-JMJD2C(1-420) H3K9me3 demethylation;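 active = more than half of a compound's replicate wells show inhibition beyond 50%, single wells judged on their own value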;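 note: signal counts dimethyl H3K9 product captured on neutravidin plate; 0% = median of DMSO wells and 100% = 0.3 times that DMSO median; strong numbers were not always called active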
# Fh CTSL1 inh: Fasciola hepatica cathepsin L1 inhibitors, primary screen, counter-screen for PFM18AAP inhibitor project, biochemical, QFRET, fluorogenic peptide substrate; inhibition, % at 5.96 µM; recombinant F. hepatica cathepsin L1, Z-Leu-Arg-MCA fluorescence; actives 0.49% (n = 300,000);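 active = inhibition above the mean of all tested compounds plus 3 SD, set per screening campaign, cut at about 17% in these data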;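 note: 0% = plate median of test compound wells and 100% = 1 µM Z-Phe-Ala-diazomethylketone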
# procasp7 counter: procaspase-7 activators, primary screen, counter-screen for procaspase-3 activator project, biochemical, absorbance, HTS, human. recombinant procaspase-7, Ac-DEVD-pNA absorbance 405 nm; D23A/D198A/D206A triple mutant, cannot self-cleave; scale: DMSO 0, 5 µM enzyme 100. activation, % at 8.5 µM. actives 0.093% (n = 330,000). AID 463210, 2010;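 active = percent activation above the screen-wide mean plus 3 SD, cut at about 25% in these data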
# Target sequence (P55210 whole entry D23A/D198A/D206A): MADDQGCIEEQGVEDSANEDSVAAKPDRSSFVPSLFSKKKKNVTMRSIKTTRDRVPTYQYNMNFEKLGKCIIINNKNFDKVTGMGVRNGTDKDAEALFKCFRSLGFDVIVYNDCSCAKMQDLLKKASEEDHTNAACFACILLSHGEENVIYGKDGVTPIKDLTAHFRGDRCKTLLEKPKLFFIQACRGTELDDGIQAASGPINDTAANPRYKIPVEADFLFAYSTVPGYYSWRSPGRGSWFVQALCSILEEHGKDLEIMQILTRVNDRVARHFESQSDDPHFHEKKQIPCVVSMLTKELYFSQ
#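 Assay system – Uncleavable procaspase-7 mutant enzyme · Quantity – 2 µM procaspase-7 mutant as dispensed · Times – 1 h preincubation, 2 h reaction · Dosing – single nominal 8.5 µM compound dose, 0.8% DMSO final · Buffer or medium – Zinc-free 50 mM HEPES buffer, pH 7.4, with NaCl and Triton X-100 · Detection – Epi-absorbance of released pNA at 405 nm, two timepoints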
# PP1 inh: PP1-alpha phosphatase inhibitors, primary screen, counter-screen for PP5 inhibitor project, biochemical, fluorescence, OMFP substrate, single point; Serine/threonine-protein phosphatase PP1-alpha catalytic subunit (Homo sapiens), P62136; purified PP1alpha; inhibition, % at 6.7 µM; actives 0.9% (n = 320,000); AID 2235, 2010;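 active = inhibition above the mean inhibition of all tested compounds plus 3 SD, computed separately for each screening campaign, cut at about 15% in these data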
# Target sequence (P62136 whole entry, looked up): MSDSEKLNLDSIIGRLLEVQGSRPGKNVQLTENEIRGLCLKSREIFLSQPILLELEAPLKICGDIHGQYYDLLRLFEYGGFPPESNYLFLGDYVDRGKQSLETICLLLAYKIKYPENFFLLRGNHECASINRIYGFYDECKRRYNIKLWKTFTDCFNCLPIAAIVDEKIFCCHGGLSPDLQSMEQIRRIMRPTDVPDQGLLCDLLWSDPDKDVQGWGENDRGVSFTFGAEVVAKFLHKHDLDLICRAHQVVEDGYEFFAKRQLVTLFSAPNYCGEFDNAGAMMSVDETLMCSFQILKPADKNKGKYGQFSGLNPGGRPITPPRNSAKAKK
# TPT1 inh: Candida albicans TPT1 enzyme inhibitors, primary screen, biochemical, fluorescence polarization | tRNA 2'-phosphotransferase TPT1 (Candida albicans SC5314) | recombinant caTPT1, FP RNA substrate dephosphorylation | inhibition, % at 5 µM | actives 0.81% (n = 300,000);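 active = inhibition above the mean of all tested compounds plus 3 SD, set per screening campaign, cut at about 24% in these data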;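 note: plate controls were DMSO alone for no effect and ferristatin control at 100 nM for full effect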
# PP5 primary: PP5 phosphatase inhibitors, primary screen, biochemical, fluorescence | Serine/threonine-protein phosphatase 5 (Homo sapiens), P53041 | purified PP5c, OMFP substrate fluorescence | actives 0.18% (n = 320,000) | inhibition, % at 6.7 µM;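 active = inhibition above the campaign's mean inhibition across all tested compounds plus 3 SD, cut at about 9.5% in these data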;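 note: 0% = DMSO only and 100% = 100 µM cantharidin control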
# * marks the source's active call; other numbers are inactive results; / = not tested or not shown.
SMILES,Efflux pump mplx,HCV core dimer,procasp3 activ,GASC-1 inh,Fh CTSL1 inh,procasp7 counter,PP1 inh,TPT1 inh,PP5 primary
CCN1CCN(C(=O)c2ccccc2N(C)S(=O)(=O)c2ccc(C)cc2)CC1,0.1,-1,-5,4,1,6,-4,-4,-0.7
CCN(CC)CCN(CC(=O)Nc1c(C)cc(C)cc1C)C(=O)c1ccccc1,0.0,2,-4,6,-1,14,2,2,-3.1
CCN1CCN(C(=O)/C=C/c2ccc(F)cc2)CC1,0.0,-7,-7,5,-3,6,0,-1,1.4
CC(=O)c1cccc(N=C2NC(=O)CS2)c1,0.1,0,1,3,-5,4,0,3,4.0
Cc1nn(-c2ccccc2)c2sc(C(=O)OCC(=O)N3CCCCC3)cc12,0.0,3,-7,24,-3,3,-2,-2,0.8
Clc1nc(Cl)nc(NCCC2=CCCCC2)n1,0.0,5,4,0,0,13,-2,0,-1.4
CCn1c(SCC(=O)N2CCC(C)CC2)nnc1-c1ccco1,-0.2,-4,2,-2,-2,0,2,-5,3.3
COc1ccccc1C(=O)NNC1=C(C(=O)C(F)(F)F)CCC1,0.0,2,-8,-3,6,-8,1,-2,-1.7
O=C(c1c(F)cccc1F)N1CCN(c2ncccn2)CC1,-0.1,-2,1,6,-1,9,-4,1,0.6
CN(C(=O)CSc1nnc(-c2cccnc2)n1-c1ccccc1F)C1CCS(=O)(=O)C1 (configuration not stated),-0.1,-3,5,-13,-3,3,-1,-3,-0.3
Cc1ccc2sc(N(CCCN(C)C)C(=O)c3ccc(S(=O)(=O)N4CCc5ccccc5C4)cc3)nc2c1C,0.1,-2,7,-5,3,6,15*,5,1.1
COC(=O)c1ccc(NS(=O)(=O)c2cc3c4c(c2)C(C)C(=O)N4CCC3)cc1 (configuration not stated),0.1,1,4,0,9,8,-2,-3,0.3
COc1ccccc1NC(=O)C1=C(C)NC(=O)NC1c1cccs1 (configuration not stated),-0.2,5,-7,9,-2,4,-4,-5,-4.0
CCOC(=O)CCCNC(=O)COC(=O)c1ccc(O)cc1,0.0,-6,5,13,-7,11,-3,-3,1.6
COc1ccccc1C(=O)NNC(=O)c1cccc(F)c1,0.0,-1,3,-3,-1,5,3,-2,4.4
CCN(CCS(=O)(=O)c1ccc(Cl)cc1)C(=O)Nc1ccccc1,0.0,2,16,2,-5,3,-5,-2,-1.9
CCOc1ccc(C2c3c(oc4cc(C)c(C)cc4c3=O)C(=O)N2CCCN(C)C)cc1OC (configuration not stated),0.4,17,5,9,5,-13,0,0,2.0
Cc1ccc(NC(=O)C2C(=O)N(CCO)C3(C)CC2c2ccccc2O3)cc1 (configuration not stated),-0.4,0,-3,-2,4,5,-1,-3,1.4
Cn1c(=O)oc2cc(S(=O)(=O)N3CCC(C(=O)NCc4cccs4)CC3)ccc21,0.2,-6,5,-15,0,10,-1,-1,0.0
O=C(c1cc(-c2ccccc2)nc2ccccc12)N1CCN(c2ccccc2O)CC1,0.4,18,-2,-35,3,-3,2,2,4.6
Cn1c(SCc2nc3ccccc3[nH]2)nnc1-c1ccccn1,-0.3,-3,3,-24,-4,6,-2,-7,1.7
Cc1n[nH]c(=O)n1-c1ccc(C(C)(C)C)cc1,-0.2,0,2,12,-4,0,-6,-4,2.6
CCNS(=O)(=O)c1ccc(NC(=O)c2c(-c3ccccc3)noc2C)cc1,-0.1,-1,0,0,-2,10,5,-6,1.2
Cn1nnc(NC(=S)NC(=O)/C=C/c2ccco2)n1,0.0,2,-1,-5,-1,-3,-1,0,0.4
COc1ccc2ccc(OCC(=O)N3c4ccccc4NC(=O)CC3C)cc2c1 (configuration not stated),-0.1,/,6,-11,/,-2,-1,/,0.5
CC(=O)c1cn(CC(=O)Nc2ccc(C)c(C)c2)c2ccccc12,-0.1,5,-1,4,-4,2,-4,1,-3.8
O=C(O)CC(NC(=O)CCc1ccccc1)c1ccc(Cl)cc1 (configuration not stated),-0.2,-3,3,18,-1,2,-1,-1,-0.2
CC(C)c1ccc(OCC(=O)Nc2cccc(C(=O)Nc3ccccc3C(=O)O)c2)cc1,-0.1,17,10,-7,6,4,6,1,1.4
COC(=O)[C@@H](NC(=O)NC1CCN(Cc2ccccc2)CC1)C(C)C,-0.1,2,4,5,-3,5,-3,-1,-1.0
Cc1ccc(NC(=O)N2CCCCC2)cc1NC(=O)N1CCCCC1,0.0,0,3,-12,-1,3,0,1,-1.8
O=C(CSc1ncnc2scc(-c3ccc(F)cc3)c12)c1ccc2c(c1)OCCO2,0.1,-65,-6,16,-1,-10,6,0,2.1
S=C(NCc1ccccc1Cl)Nc1ccccc1Cl,-0.3,4,11,/,-2,-1,-5,1,-1.5
COc1ccccc1C1C=C(c2ccc(Cl)cc2)Nc2nc(NS(C)(=O)=O)nn21 (configuration not stated),0.0,13,4,-6,-2,-10,-2,-41,1.0
COc1ccc2c(c1)c1c(n2C)[C@@H]2CC=C(CO)[C@@H](C1)N2C,-0.1,/,-3,18,/,-14,/,/,/
CC(C)CC(=O)N1CCN(Cc2cccc([N+](=O)[O-])c2)CC1,-0.1,-6,2,6,-2,-1,2,-6,-0.8
C=CCn1nnc2sc3c(c2c1=O)CCC(C)C3 (configuration not stated),0.0,40,1,1,0,1,4,2,2.8
Nc1nc(SCC(=O)Nc2ccccc2)nc2nc3c(cc12)CCCC3,-0.2,3,9,-1,3,-11,6,7,2.3
CC(=O)NC1CC2CCCC(C1)N2Cc1ccc(C)cc1 (configuration not stated),0.0,0,1,-1,0,11,11,-1,-1.5
COc1ccc(C(=O)c2cc3ccc(O)cc3oc2=O)cc1,0.0,1,-17,17,3,-5,0,-1,1.0
O=C(NCCNC(=O)c1cnccn1)c1ccc(Cl)c(Cl)c1,0.1,-2,3,-19,0,-8,-3,5,1.3
CCCOc1ccc(-c2c(C(=O)N/N=C/c3cccnc3)nnn2-c2nonc2N)cc1,-0.5,11,7,2,1,-5,27*,-4,2.4
O=c1[nH]c(/C=C/c2cccnc2)c([N+](=O)[O-])c(=O)[nH]1,-0.1,8,-3,2,4,-3,0,-4,-0.2
CCN(Cc1ccccc1)S(=O)(=O)c1ccc2c(c1)NC(=O)CS2,-0.1,4,-4,19,-2,-5,0,3,1.1
Cn1c(Cn2cnc3ccccc32)nnc1SCC(=O)CC(=O)Nc1ccccc1,0.0,1,-9,0,10,8,-2,2,3.6
Cc1ccc(NC(=O)c2ccc3nc(N4CCOCC4)sc3c2)c(Cl)c1,0.0,-10,4,80,4,-5,12,2,-1.8
CC(Sc1nnc(-c2ccc(Cl)cc2)n1N)C(=O)NCC1CCCO1 (configuration not stated),-0.1,2,3,0,-1,-3,-6,0,-0.4
CCNC(=S)NNC(=O)c1cc(CC(C)C)nc2ccccc12,-0.1,-6,17,4,1,1,-3,0,3.3
COc1cccc(NC=C2C(=O)OC(C)(C)OC2=O)c1,-0.1,5,6,-7,3,-6,1,-1,-1.8
Cc1sc2ncnc(NS(=O)(=O)c3ccc(Cl)cc3)c2c1C,0.4,/,13,-4,/,-3,/,/,/
COc1ccc(C(=O)ON=C2CCN(C)CC2)cc1,0.1,1,-2,18,2,0,-4,-1,1.7
O=C(COC(=O)c1ccccc1)NC1CCCCCC1,-0.1,/,10,11,/,-3,/,/,/
CCOC(=O)c1nn(-c2ccc(C)cc2)c(=O)cc1OCC(=O)Nc1cccc(OC)c1,0.0,9,4,2,1,7,13,0,2.4
C/C(=N\N=C1\NC(=O)C(CC(=O)O)S1)c1ccccn1 (configuration not stated),0.0,-2,-1,32,-5,4,2,-5,-1.1
O=C(Cc1ccc(N2CCNC2=O)cc1)N1CCCC(Nc2ccc(F)c(F)c2)C1 (configuration not stated),0.0,-4,3,-4,-3,11,-2,1,-0.9
Cc1cc(NC(=O)CCNS(=O)(=O)c2cc(Br)cnc2N)ccc1Br,-0.2,-4,3,-1,2,5,0,-1,3.6
O=S(=O)(NCc1cc(-c2ccccc2)no1)c1ccccc1,0.0,-4,-9,10,-7,0,-2,-3,1.3
CN(C(=O)COC(=O)CNC(=O)c1ccccc1F)C1CCCCC1,0.1,2,5,-4,-1,2,-5,1,0.8
CCCCNC(=O)NNC(=O)COc1cccc(C)c1C,0.0,5,-4,-24,-3,6,2,23,-1.8
CCN(CC)c1ccc(/C=N/NC(=O)c2cccc(N3CCCC3=O)c2)cc1,0.1,-22,-15,-2,-1,-10,-1,10,0.2
Cc1c(C)n(Cc2ccccc2)c2ncnc(NCCCO)c12,-0.1,-5,4,-13,-5,9,3,-4,1.9

# Two records picked at random from the list so far, as already listed:
SMILES,Efflux pump mplx,HCV core dimer,procasp3 activ,GASC-1 inh,Fh CTSL1 inh,procasp7 counter,PP1 inh,TPT1 inh,PP5 primary
Cc1sc2ncnc(NS(=O)(=O)c3ccc(Cl)cc3)c2c1C,0.4,/,13,-4,/,-3,/,/,/
O=C(Cc1ccc(N2CCNC2=O)cc1)N1CCCC(Nc2ccc(F)c(F)c2)C1 (configuration not stated),0.0,-4,3,-4,-3,11,-2,1,-0.9

# Following part
SMILES,Efflux pump mplx,HCV core dimer,procasp3 activ,GASC-1 inh,Fh CTSL1 inh,procasp7 counter,PP1 inh,TPT1 inh,PP5 primary
Clc1ccc(-c2cc(COc3ccccc3)no2)cc1Cl,0.2,3,6,-8,4,7,-3,3,0.5
COc1ccc(/C=C/C(=O)NCC2COc3ccccc3O2)c(OC)c1 (configuration not stated),0.1,1,5,-7,11,6,-4,1,-0.9
Cc1ccc(CC2CC(=O)N(c3nc4ccccc4s3)C2=O)cc1 (configuration not stated),0.1,4,7,7,-6,-3,-4,-2,-2.1
Cc1cc2c(c(=O)n1CCN(C)C)C(c1ccncc1)C(C#N)=C(N)O2 (configuration not stated),0.1,-3,-3,-3,5,0,-2,2,-3.5
COc1ccc(Cc2nnc(SCC(=O)Nc3cc(Cl)ccc3OC)[nH]c2=O)cc1,0.1,6,1,-26,3,3,0,-2,-1.1
CCOC(=O)c1ccc(NC(=O)CN2CCN(c3ccccc3)CC2)cc1,0.1,1,-4,2,5,7,-1,-2,3.1

# High-throughput results: PubChem, several laboratories
